# Assay outcomes deposited in PubChem by several laboratories.
# V-ATPase pH: regulators of yeast V-ATPase proton pumping, primary screen, pHLuorin cytosolic pH fluorescence; S. cerevisiae; response, % at 10 µM; 0.37% of 350,000 active; in the data active = response mostly above about 7.3%, no sharp cut-off; inactive = mostly below about 5.4%; also: actives read high; inactives centre near 0; some compounds called inactive have numbers as strong as hits; reference of the scale not given here
# Pemphigus Ab inh: inhibitors of pemphigus antibody binding to DSG3, primary screen, biochemical, bead-based, flow cytometry, scFv-GFP. DSG3-coupled beads, scFv-anti-DSG3-GFP binding; active compounds read low. binding (percent of control), % at 10 µM. 0.48% of 310,000 active;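 active = binding more than 3 SD below its plate's average and above zero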;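 also: hits lower antibody fragment binding to DSG3; some compounds called inactive have numbers as strong as hits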
# Target sequence (P32926 whole entry, looked up, the tested form may be a part): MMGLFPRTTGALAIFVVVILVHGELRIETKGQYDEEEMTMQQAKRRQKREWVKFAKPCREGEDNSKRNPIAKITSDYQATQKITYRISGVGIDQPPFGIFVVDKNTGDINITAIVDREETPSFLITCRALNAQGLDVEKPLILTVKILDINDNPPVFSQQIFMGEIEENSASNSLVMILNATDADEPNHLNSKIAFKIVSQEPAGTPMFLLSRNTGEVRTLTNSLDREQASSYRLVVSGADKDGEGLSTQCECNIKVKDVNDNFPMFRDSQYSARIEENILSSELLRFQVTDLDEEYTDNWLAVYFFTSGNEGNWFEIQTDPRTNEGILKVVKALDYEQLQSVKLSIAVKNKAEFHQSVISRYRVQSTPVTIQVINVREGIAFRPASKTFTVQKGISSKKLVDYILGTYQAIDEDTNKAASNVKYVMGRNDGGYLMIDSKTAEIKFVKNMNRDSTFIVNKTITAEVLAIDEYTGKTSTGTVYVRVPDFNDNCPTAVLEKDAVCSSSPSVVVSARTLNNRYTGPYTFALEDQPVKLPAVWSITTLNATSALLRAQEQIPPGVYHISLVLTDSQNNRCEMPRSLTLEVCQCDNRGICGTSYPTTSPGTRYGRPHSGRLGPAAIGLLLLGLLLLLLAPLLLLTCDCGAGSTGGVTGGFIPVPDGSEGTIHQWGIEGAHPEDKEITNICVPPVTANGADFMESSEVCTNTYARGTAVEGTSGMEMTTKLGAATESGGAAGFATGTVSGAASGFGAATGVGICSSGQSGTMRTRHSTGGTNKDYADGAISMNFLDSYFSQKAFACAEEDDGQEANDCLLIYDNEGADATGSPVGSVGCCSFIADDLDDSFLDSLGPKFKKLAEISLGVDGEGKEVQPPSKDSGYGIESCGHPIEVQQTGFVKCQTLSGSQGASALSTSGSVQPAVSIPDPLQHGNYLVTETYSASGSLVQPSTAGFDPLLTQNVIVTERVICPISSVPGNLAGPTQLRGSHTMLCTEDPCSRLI
# MOR-DOR inv ag: inverse agonists of MOR-DOR heterodimerization, primary screen, cell-based, luminescence | inhibition, % at 9.3 µM | cell-based MOR-DOR heterodimer luminescence, inverse agonism | 0.21% of 340,000 active | AID 504357, 2011; in the data active = inhibition above about 22%, passing the limit was not always enough;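 also: 0% = cells with DMSO and 100% = wells without cells with DMSO; values of inactives mirror those of a sister screen read the other way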
# OPRM1-OPRD1 ag: agonists of OPRM1-OPRD1 heterodimerization, primary screen, cell-based, luminescence; cells; activation, % at 9.3 µM; 0.3% of 340,000 active; in the data active = activation above about 18%;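 also: 0% = vehicle-treated cells and 100% = reference agonist; values of inactives mirror those of a sister screen read the other way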
# HTR5A ag: HTR5A agonists in luminescence cell assay, primary screen, counter-screen for OPRM1-OPRD1 heterodimer agonist project, full-deck HTS. 0.61% of 340,000 active. activation, % at 9.3 µM. cell-based. 5-hydroxytryptamine receptor 5A (Homo sapiens), P47898; in the data active = activation mostly above about 9.5%, no sharp cut-off; inactive = mostly below about 7.6%;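 also: 0% = cells with vehicle only and 100% = reference agonist; strong numbers were not always called active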
# HTR5A inv ctr: HTR5A inverse agonists in luminescence cell assay, primary screen, counter-screen for OPRM1-OPRD1 heterodimer inverse agonist project, full-deck HTS; 5-hydroxytryptamine receptor 5A (Homo sapiens), P47898; HTR5A cell line, inverse agonism; inhibition, % at 9.3 µM; 0.083% of 340,000 active; AID 504634, 2011; in the data active = inhibition mostly above about 23%, no sharp cut-off; inactive = mostly below about 18%;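 also: 0% = cells with DMSO and 100% = no-cell wells with DMSO; some compounds called inactive have numbers as strong as hits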
# PKA-R2B activ: activators of PKA-R2B holoenzyme, primary screen, biochemical, fluorescence polarization, Cy5-IP20, human | activation, % at 11.4 µM | 0.079% of 340,000 active | cAMP-dependent protein kinase catalytic subunit beta (Homo sapiens) + cAMP-dependent … | PKA-R2B holoenzyme dissociation; R2B truncated from residue 108, S112A mutant; 0% DMSO only, 100% 113 µM cGMP;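 active = activation above a cutoff set at the mean over all compounds plus 3 SD, cut at about 18% in these data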;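 also: higher means more holoenzyme dissociation and a rise in polarization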
# DAGLB inhibitor: DAGLB lipase inhibitors, primary screen, biochemical, fluorescence, HTS; Diacylglycerol lipase-beta (Homo sapiens), Q8NCG7; HEK293T DAGLB membrane lysate, EnzChek fluorogenic substrate; inhibition, % at 5.17 µM; 0.059% of 340,000 active; AID 504411, 2011; in the data active = inhibition above about 34%;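 also: 0% = enzyme with vehicle and 100% = wells lacking enzyme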
# PKA-R1A act: activators of PKA-R1A holoenzyme, primary screen, biochemical, fluorescence polarization, Cy5-IP20, bovine R1A, mouse PKAc; activation, % at 11.4 µM; 0.083% of 340,000 active; cAMP-dependent protein kinase type I-alpha regulatory subunit (Bos taurus) + …; PKA-R1A dissociation; scaled: DMSO 0%, 113 µM cGMP 100%; AID 504707, 2011;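 active = percent activation above the mean of all tested compounds plus 3 SD, cut at about 19% in these data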;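 also: higher means more PKAc released from R1A so a rise in polarization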
# Arrestin-AP2 inh: inhibitors of beta-arrestin/AP2 binding, primary screen, biochemical, GPCR trafficking, flow cytometry; FITC-arrestin peptide / GST-AP2 beads; AP2 beta2 appendage carries R879A mutation; beta-arrestin 1 C-terminal peptide binding to AP2 beta2-adaptin appendage (human); inhibition, % at 10 µM; 0.31% of 340,000 active;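 active = inhibition above a set limit, near 3 SD of compounds lacking own fluorescence, cut at about 54% in these data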;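 also: plate controls were DMSO wells for no effect and 5 µM unlabelled arrestin peptide for full effect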
#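 System: GST-AP2 R879A glutathione beads; medium: PBS, Tween 20 0.05%, BSA 0.1%; reagent: fluorescein-tagged arrestin peptide at 50 nM final; schedule: pre-incubation 12 min, peptide binding 1 h, room temperature; detection: flow cytometry, FL1 (488/535 nm); read-out: inhibition as reduced fluorescein signal on beads, percent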
# * = called active by the depositor; nt = no result given.
Molecule	V-ATPase pH	Pemphigus Ab inh	Arrestin-AP2 inh	HTR5A ag	HTR5A inv ctr	PKA-R1A act	PKA-R2B activ	DAGLB inhibitor	MOR-DOR inv ag	OPRM1-OPRD1 ag
CC(C)(C)NC(=O)C(OC(=O)c1cccs1)c1ccccc1 (configuration not stated)	0.2	97.1	-6.4	-3.1	8.5	1.8	-0.4	2.4	16.9	-3.7
CCCC(=O)NC(Nc1ccc(S(=O)(=O)Nc2cc(C)on2)cc1)(C(=O)OCC)C(F)(F)F (configuration not stated)	3.0	105.9	6.6	0.9	-4.9	-3.7	8.9	0.9	5.0	-0.9
O=C(CN1C(=O)C(=O)N(Cc2ccccc2)C1=O)Nc1cc(Cl)cc(Cl)c1	-2.1	98.0	24.7	2.8	2.2	-13.3	-3.8	0.5	-23.7	4.7
COC(=O)[C@@]12CCCN1[C@H](c1ccc(-c3ccc(OC)cc3)cc1)[C@@H]1C(=O)N(C)C(=O)[C@@H]12	3.5	100.8	5.9	6.1	-17.9	4.7	-12.2	-1.6	0.0	0.0
Cc1ccc(NC(=O)Cn2nnc(C(=O)NCc3cccs3)c2N)cc1	1.6	99.7	17.4	-4.0	-10.5	-8.4	-2.8	1.2	-0.2	0.0
CCn1c(=S)sc2c(=O)n(CC(=O)NC(C)CCc3ccccc3)c(C)nc21 (configuration not stated)	-7.1	nt	22.1	-2.0	9.4	-8.9	7.0	-0.6	-3.9	0.8
C=CCOC(=O)C1=C[C@@H](c2ccc3c(c2)OCO3)C[C@@H](OCc2ccc(CO)cc2)O1	0.2	100.9	29.1	2.4	-7.1	-1.7	-1.9	-2.4	13.5	-2.3
Cc1cccc(C)c1NC(=O)C1C2C=CC(C2)C1C(=O)O (configuration not stated)	-2.8	95.3	-1.0	-5.3	19.6	-4.8	0.8	-5.7	10.8	-2.3
CC(=O)c1cccc(-c2csc(N3CCC(C(N)=O)CC3)n2)c1	2.5	104.1	-2.4	7.4	5.2	-14.7	-3.2	-0.3	-24.4	4.4
COc1ccccc1CCc1nnc(CCC(=O)N(C)Cc2ccncc2C)o1	-0.5	104.7	13.8	5.3	0.1	4.1	-5.0	0.5	5.9	-0.9
COc1cccc(C=NNC(=O)c2ccncc2)c1O	1.3	91.6	-3.9	8.5*	-30.2	-0.5	5.4	2.5	2.6	-0.5
Cc1ncc(CN2CCN(CCC(C)C)C(CCO)C2)s1 (configuration not stated)	2.2	94.3	5.1	3.5	-8.4	3.8	-5.5	-0.1	10.1	-2.0
COc1cccc(NC(=O)Cn2c3ccc(F)cc3c3nc4n(c(=O)c32)CCCS4)c1	2.3	93.8	-3.4	0.0	2.2	-0.6	-5.4	-2.8	3.4	-0.6
O=C(NCCCN1CCOCC1)c1cc(-c2cccc(Br)c2)nc2ccccc12	-0.3	95.4	29.6	-2.7	6.9	-4.9	-0.7	-3.1	15.7	-3.9
O=C(CSc1n[nH]c(-c2ccccc2F)n1)Nc1cc(F)ccc1F	0.7	99.6	-15.5	-1.2	3.1	-13.6	0.0	-3.8	14.1	-3.6
CCN(CC)CCCNC(=O)CNC(=S)N(CCCN1CCOCC1)Cc1cccs1	0.5	98.2	-6.1	-0.4	15.1	10.3	3.1	0.5	6.5	-1.4
O=C(N/N=C/c1cc([N+](=O)[O-])ccc1O)C1CC1	-2.3	99.4	-4.6	-4.0	10.9	9.8	-10.9	2.4	9.2	-1.7
C=CCN1CN=C(NS(=O)(=O)c2ccc(NC(C)=O)cc2)NC1	1.9	106.6	-9.6	-0.7	-23.2	8.9	-3.7	1.8	2.5	-0.3
CCOc1cc(C(=O)NC(=S)Nc2cccnc2)cc(OCC)c1OCC	-0.4	106.8	10.3	-7.5	27.3	-5.0	-1.5	-3.1	6.4	-1.2
COc1ccc(-c2cc(CCCC(=O)NCCc3cc(OC)ccc3OC)no2)cc1	-1.1	98.7	4.1	4.1	-20.4	-8.3	-2.8	0.9	10.9	-2.1
Cc1ccc(-n2ncc3c(NNC(=O)c4ccco4)ncnc32)c(C)c1	1.9	100.8	34.0	0.1	-0.2	-9.8	-9.0	-1.2	11.5	-2.4
Cc1cc(C)c(C)c(S(=O)(=O)N2CCC(C(=O)NNC(=O)c3ccccc3O)CC2)c1C	4.4	91.0	3.0	3.5	3.8	46.8*	46.1*	5.7	2.4	-0.5
COc1ccc(-n2c(-c3ccc(Cl)cc3)n[nH]c2=S)c(OC)c1	nt	96.4	nt	nt	nt	3.0	13.0	3.1	nt	nt
O=C(O)c1cc2n(n1)C(C(F)(F)F)CC(c1ccco1)N2 (configuration not stated)	-4.8	89.9	-1.0	-1.2	-5.2	0.4	3.8	0.8	3.9	-0.7
O=C(CCC1CCN(C(=O)c2ccccc2Cl)CC1)NCc1ccc(F)cc1	-1.6	nt	-5.5	1.5	-8.5	10.2	-2.2	0.5	2.6	-0.5
CCN(CC)S(=O)(=O)c1ccc2c(c1)c(=O)c(C(=O)NCc1ccco1)cn2C	-2.9	111.1	5.0	-1.1	8.1	-1.3	0.6	-1.5	7.1	-1.4
CCOC(=O)C1CCN(C(=O)Cn2nc(C)n3nc(-c4ccc(OC)cc4)cc3c2=O)CC1	-2.7	107.3	-23.2	-1.0	3.6	4.7	-4.2	2.0	17.3	-3.4
COc1cc(S(=O)(=O)NCc2ccccc2)ccc1F	1.3	110.5	14.7	-7.5	18.0	-14.7	-1.9	-1.9	6.3	-1.5
Oc1ccc(/C=N/N(c2ccccc2)c2ccccc2)cc1O	-0.1	100.4	12.7	4.4	-18.8	-9.7	-15.2	6.3	-77.6	15.0
CCOC(=O)C1CCCN(c2c(Nc3ccc(OCC)cc3)c(=O)c2=O)C1 (configuration not stated)	5.8	101.2	1.2	4.7	-13.6	4.9	1.7	0.5	8.5	-1.4
Cc1cc(C)n(CC(O)COc2ccccc2C(=O)Nc2ccccc2)n1 (configuration not stated)	-2.3	99.4	27.3	3.6	11.4	-0.7	0.1	-4.4	10.1	-2.0
Cc1cc(C)nc(NS(=O)(=O)c2ccc(NC(=O)c3ccc(S(=O)(=O)N4CCOCC4)cc3)cc2)n1	3.6	100.3	-6.8	4.0	-7.5	2.3	2.0	0.6	3.6	-0.7
COCCn1c(C)cc(C(=O)COc2ncnc3ccc(Br)cc23)c1C	-1.0	100.6	19.4	1.7	-4.9	-6.4	-7.2	0.1	6.3	-1.2
Fc1ccc2nc(N3CCOCC3)sc2c1	-0.8	nt	19.0	5.7	-15.7	-18.6	3.3	0.0	7.3	-1.6
O=C(Nc1ccccc1)c1cccc(=O)o1	-3.4	nt	11.8	6.7	-17.3	-13.7	-1.2	-2.3	7.4	-1.5
CCc1nonc1NC(=O)COc1ccc(Cl)c(C)c1	4.5	107.8	-18.4	1.4	-14.1	-2.4	5.8	-0.1	-19.6	3.9
COc1ccc(C(C(=O)NC2CCCCC2)N(C(=O)CCl)c2ccc(Cl)cc2)cc1 (configuration not stated)	-2.1	84.4	0.5	65.7*	-105.7	-3.3	-10.7	15.2	-478.5	89.3*
O=C(Nc1c(Cl)cccc1Cl)C1CCN(C(=O)c2cccs2)CC1	0.8	119.2	-1.0	9.8	-29.2	5.2	-2.6	0.3	1.9	-0.2
Cn1c(=O)[nH]c(=O)c2c1nc(SCCCO)n2CCCc1ccccc1	-2.5	93.9	10.7	-4.8	-34.5	-10.5	-5.5	-1.6	16.9	-3.4
CCN(CCc1ccccc1)c1ccc2c(c1)C1CC2CCN1Cc1ccccc1 (configuration not stated)	-2.0	nt	nt	nt	nt	-1.3	-1.5	-9.5	nt	nt
COc1ccc([N+](=O)[O-])cc1NCc1c(F)cccc1F	1.2	107.5	nt	nt	nt	3.8	-3.5	-0.8	nt	nt
COc1ccccc1N1CCN(C2CCN(C(=O)c3cc(OC)c(OC)c(OC)c3)CC2)CC1	2.3	102.2	5.3	-3.1	-16.4	4.2	0.5	-2.4	2.5	-0.5
CCn1cc(CNC(=O)c2cc(-c3cc(OC)ccc3OC)nc3ccccc23)c(C)n1	-1.3	nt	-0.3	3.0	1.3	-1.5	-14.1	2.3	2.8	-0.6
CCOc1cc(/C=C/C(=O)OCC(=O)NCCN2C(=O)CSC2=O)ccc1OCC(C)C	5.4	99.1	3.7	-4.2	2.4	-4.9	-7.0	-0.9	11.3	-2.9
O=C(O)CCN1C(=O)c2ccc(NC(=O)CCc3ccccc3)cc2C1=O	-0.6	101.1	-7.2	6.4	-23.7	-9.4	0.0	-2.5	9.0	-1.9
Cc1ccc(C(=O)Nc2cccc(NC(=O)c3ccc(C)c([N+](=O)[O-])c3)n2)cc1[N+](=O)[O-]	-1.2	104.5	-3.0	-0.1	0.2	-5.4	-0.5	-1.9	6.0	-1.3
CCOC(=O)c1nnn(-c2nonc2N)c1CNC(C)C	1.7	94.2	7.4	-6.8	17.7	-1.7	3.0	1.2	-0.9	0.2
CNC(=O)COC(=O)/C=C/c1cccs1	9.0*	nt	-3.3	1.8	-0.8	-0.8	2.4	0.1	4.6	-1.0
CSc1cccc(Nc2ccc(S(=O)(=O)N3CCOCC3)cc2[N+](=O)[O-])c1	-1.2	98.6	16.7	-7.0	17.1	-0.6	-0.9	14.2	-20.2	5.0
O=C(NCc1cccnc1)c1ccc(COc2ccccc2Br)cc1	2.0	110.6	6.9	-1.5	4.3	-0.6	-13.8	0.9	-4.1	0.6
O=C(CCCn1c(SCC(=O)c2ccccc2)nc2ccccc2c1=O)NCC1CCCO1 (configuration not stated)	3.2	98.0	11.2	-3.9	10.1	10.7	-5.2	-1.1	4.6	-0.9
CCc1ccc(C(=O)Cc2cc3cccc(OC)c3oc2=O)cc1	-0.1	20.2	29.4	1.3	-4.5	0.1	-9.3	-9.4	-3.5	0.8
Cc1ccc(NC(=O)Nc2ccc3c(c2)CCC3)cc1	0.1	nt	-3.0	-0.4	-14.0	0.5	-2.4	-5.3	3.4	-0.7
CC(=O)c1cccc(NC(=O)N2CCCCCC2)c1	-3.6	112.6	8.6	1.6	-35.6	9.0	2.9	1.7	4.0	-1.2

# Not a hit list, and some 2.4% of all compounds hit somewhere here.
